Assay outcomes (PubChem BioAssay)
SF-1 act: activates the human nuclear receptor SF-1; 65,000 compounds, 1.9% hits; activation, % at 10 µM; CHO-K1 Gal4-SF-1 LBD luciferase reporter; % increase over DMSO SF-1-specific signal; Q13285; AID 522;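 active means activation above the mean activation of all tested compounds plus 3 SD, cut at about 50% in these data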
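Assay system – CHO-K1 cells with Gal4–hSF-1 LBD chimera plus Gal4-driven luciferase · Quantity – 4,000 cells per well · Times – compound added 1 h post-seeding, 20 h exposure at 37 °C, 5% CO2 · Measured by – luciferase light emission · Benchmarks – DMSO and mock-transfected background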
Hsp90 inh: displaces geldanamycin probe from tumor Hsp90 | 64,000 compounds, 0.35% hits | NCI-N417 lysate Hsp90, Cy3B-geldanamycin FP displacement | AID 429 | inhibition, % at 30 µM;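 active means inhibition above 50%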;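 further: 0% = tracer plus lysate wells and 100% = tracer alone without lysate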
TNAP act DEA: activators of human TNAP at intermediate phosphate acceptor; purified TNAP, CDP-star luminescence, 100 mM DEA, 30 min; stronger effect = higher value; scale: 0 levamisole-inhibited, 1 vehicle-only enzyme; 64,000 tested, under 10 active; AID 813; activation factor at 20 µM; P05186;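 active means activation factor of at least 2 at 20 µM, relative to controls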
RORa activator: RORA (human) activation | P35398 | CHO-K1 Gal4-RORA LBD luciferase reporter, luminescence; percent increase over mock-subtracted basal signal | activation, % at 10 µM | 65,000 compounds, 1.5% hits;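 active means activation above the mean of all tested compounds plus 3 SD, cut at about 49% in these data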;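 further: 0% = DMSO-treated RORA cells and 100% = added signal equal to DMSO minus mock-transfected cells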
D1 mod: allosteric modulators of human D1 dopamine receptor | B-score at 10 µM | P21728 | 58,000 compounds, 5.9% hits | HEK293 D1, CRE-luciferase, dopamine EC30 potentiation; actives deviate in either direction;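 active means luminescence count or its row- and column-corrected plate score outside the 99.7% band of the plate's sample wells, on either side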
Target sequence (P21728 whole entry, looked up): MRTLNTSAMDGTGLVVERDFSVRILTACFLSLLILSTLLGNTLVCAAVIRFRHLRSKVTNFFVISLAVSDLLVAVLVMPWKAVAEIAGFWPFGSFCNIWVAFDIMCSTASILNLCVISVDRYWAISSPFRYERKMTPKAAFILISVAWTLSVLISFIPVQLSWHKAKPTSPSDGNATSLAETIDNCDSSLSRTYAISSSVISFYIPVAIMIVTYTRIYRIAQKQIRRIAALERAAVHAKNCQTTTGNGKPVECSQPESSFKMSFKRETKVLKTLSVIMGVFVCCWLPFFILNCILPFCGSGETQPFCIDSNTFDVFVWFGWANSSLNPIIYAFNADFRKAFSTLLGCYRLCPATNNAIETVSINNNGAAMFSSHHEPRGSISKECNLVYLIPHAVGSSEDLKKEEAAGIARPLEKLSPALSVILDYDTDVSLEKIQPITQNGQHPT
MKP-1 inh: human dual specificity phosphatase 1 inhibition. recombinant MKP-1, OMFP hydrolysis fluorescence. inhibition, %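 (compounds tested at a single concentration somewhere between 10 and 100 µM)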. 65,000 compounds, 0.15% hits. P28562;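 active means inhibition above about 50%, limit read from the data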;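 further: 0% = DMSO max control wells and 100% = wells with enzyme stopped by NaOH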
Target sequence (P28562 whole entry, looked up): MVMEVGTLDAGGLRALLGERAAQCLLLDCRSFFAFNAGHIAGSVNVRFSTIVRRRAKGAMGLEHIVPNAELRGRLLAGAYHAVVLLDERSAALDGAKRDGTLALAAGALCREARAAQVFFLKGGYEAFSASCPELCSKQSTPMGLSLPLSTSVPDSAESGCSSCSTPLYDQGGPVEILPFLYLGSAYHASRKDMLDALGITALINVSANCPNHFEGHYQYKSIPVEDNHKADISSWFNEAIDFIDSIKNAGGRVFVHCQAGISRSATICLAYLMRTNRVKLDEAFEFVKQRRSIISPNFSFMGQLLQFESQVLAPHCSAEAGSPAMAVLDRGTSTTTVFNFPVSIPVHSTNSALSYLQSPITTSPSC
FXIIa inh mix: inhibitors of human coagulation factor XIIa, pooled mixtures | P00748 | purified FXIIa, fluorogenic substrate | inhibition, % at 5 µM | 62,000 compounds, 0.2% hits; in the data active means inhibition above about 20%, passing the limit was not always enough;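 further: 0% = enzyme without compound and 100% = no enzyme blank; some results filed as inactive read as strong as hits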
Her2 expr inh: Her2 kinase expression inhibition; P04626; HER2 level % of control, % at 10 µM; AID 645; SKBR-3 HER2 protein level, AlphaScreen, 18-24 h; stronger effect = lower value; 65,000 compounds, 0.69% hits;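 active means HER2 level under 5% of the carrier-only control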;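 further: 100% = DMSO carrier and 0% = 500 nM PU-H71 HSP90 inhibitor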
Cdc25B block: inhibitors of human Cdc25B phosphatase; P30305; recombinant Cdc25B, OMFP fluorescence Ex485/Em525; inhibition, %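 (compounds tested at 10 µM final in the well)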; 65,000 compounds, 0.1% hits; in the data active means inhibition above about 50%
Starred values were filed as active, the others as inactive; · = no result given.

Fields – SF-1 act, Hsp90 inh, TNAP act DEA, RORa activator, D1 mod, MKP-1 inh, FXIIa inh mix, Her2 expr inh, Cdc25B block
1	Cn1c(SCC(=O)c2ccc(-c3ccccc3)cc2)nnc1-c1ccco1
 : 1, -15, 0.9, 10, 1.2, 20, -1, 106, 17
2	CCCSc1n[nH]c(NC(C)=O)n1
 : 7, -2, 0, -6, -0.027, -2, 6, 102, -16
3	COC1CCCCC1Nc1cc(C)ccc1C (configuration not stated)
 : 12, 4, 0.9, -5, ·, -12, -13, 87, 4
4	O=C(NCCNCCO)c1c(O)c2cccc3c2n(c1=O)CCC3
 : 17, 0, 0.9, -4, 0.71, -1, 3, 90, 8
5	COc1cc(CNc2cc(C)ccc2C)cc(OC)c1OC
 : -14, -3, 1, 17, ·, 3, 2, 90, 2
6	COc1ccc(N(CC(=O)NCC2CCCO2)S(=O)(=O)c2c(C)noc2C)cc1 (configuration not stated)
 : 12, -1, 0.9, -6, ·, -9, -1, 84, 4
7	CCOc1ccc(NC(=O)c2ccc(S(=O)(=O)N(C)C)cc2)cc1
 : -2, -1, 1, 9, 0.1, 11, 15, 101, 1
8	O=C(Nc1ncn[nH]1)c1c(Cl)ccc(Cl)c1Cl
 : 1, -2, 0.9, 1, 0.4, -4, ·, 114, -15
9	Cn1c(SCC(=O)NC(C)(C)C)nc(O)cc1=O
 : 3, -3, 0.9, -11, ·, -11, -8, 102, -4
10	Oc1ccc(Oc2ncc(Cl)cc2Cl)cc1
 : -4, 0, 0.8, -7, 0.79, -2, 5, ·, -7
11	Cc1cccc(C)c1N(CC(=O)N1CCN(C)CC1)S(C)(=O)=O
 : -16, -6, 1, -11, 0.33, 7, 5, 116, -6
12	COc1ccc(C2C=C(c3ccccc3)Nc3ncnn32)cc1 (configuration not stated)
 : 6, 0, 1, -17, -0.028, -1, 6, 96, 9
13	Cc1ccc(S(=O)(=O)C2(C(=O)N(C)C3CCCCC3)CC2)cc1
 : 6, -1, 0.9, 4, 0.011, -1, -2, 100, -13
14	O=C(Nc1ccccc1N1CCN(C(=O)c2ccccc2)CC1)c1ccc2c(c1)OCO2
 : 7, 4, 0.9, 2, ·, 4, 9, 89, -10
15	O=C(CN1CCC(NC(=O)Nc2ccccc2-c2ccccc2)CC1)NCc1ccco1
 : 2, 3, 0.9, 5, 0.12, 17, 7, 61, -1
16	CCOC(=O)c1[nH]c(C)c(C(=O)NC2CCN(C(=O)OCC)CC2)c1C
 : 3, 0, 1, -21, 2.1*, -3, -14, 73, 8
17	O=C(c1cccs1)N(Cc1ccco1)C1CCS(=O)(=O)C1 (configuration not stated)
 : -10, -5, 1, 3, -0.74, -3, -15, 127, -1
18	CCc1ccc2[nH]c(=O)c(CN(CCN3CCCC3)C(=O)NC3CCCCC3)cc2c1
 : 1, 0, 0.9, -20, -1.4, -4, -1, 97, -9
19	O=C(Cn1cccc1C(=O)c1ccccc1)NCc1ccc2c(c1)OCO2
 : 10, 3, 0.9, 0, 1.2, 1, 4, 95, -20
20	O=C(NC1CCCCCCC1)C1CCN(S(=O)(=O)N2CCC3(CC2)OCCO3)CC1
 : 4, 0, 1, -4, -0.18, 26, 0, 91, 2

Part of the list above in order of heavy-atom count, high to low.
Fields – SF-1 act, Hsp90 inh, TNAP act DEA, RORa activator, D1 mod, MKP-1 inh, FXIIa inh mix, Her2 expr inh, Cdc25B block
14	O=C(Nc1ccccc1N1CCN(C(=O)c2ccccc2)CC1)c1ccc2c(c1)OCO2
 : 7, 4, 0.9, 2, ·, 4, 9, 89, -10
18	CCc1ccc2[nH]c(=O)c(CN(CCN3CCCC3)C(=O)NC3CCCCC3)cc2c1
 : 1, 0, 0.9, -20, -1.4, -4, -1, 97, -9
6	COc1ccc(N(CC(=O)NCC2CCCO2)S(=O)(=O)c2c(C)noc2C)cc1 (configuration not stated)
 : 12, -1, 0.9, -6, ·, -9, -1, 84, 4
1	Cn1c(SCC(=O)c2ccc(-c3ccccc3)cc2)nnc1-c1ccco1
 : 1, -15, 0.9, 10, 1.2, 20, -1, 106, 17
16	CCOC(=O)c1[nH]c(C)c(C(=O)NC2CCN(C(=O)OCC)CC2)c1C
 : 3, 0, 1, -21, 2.1*, -3, -14, 73, 8
4	O=C(NCCNCCO)c1c(O)c2cccc3c2n(c1=O)CCC3
 : 17, 0, 0.9, -4, 0.71, -1, 3, 90, 8
13	Cc1ccc(S(=O)(=O)C2(C(=O)N(C)C3CCCCC3)CC2)cc1
 : 6, -1, 0.9, 4, 0.011, -1, -2, 100, -13
17	O=C(c1cccs1)N(Cc1ccco1)C1CCS(=O)(=O)C1 (configuration not stated)
 : -10, -5, 1, 3, -0.74, -3, -15, 127, -1
9	Cn1c(SCC(=O)NC(C)(C)C)nc(O)cc1=O
 : 3, -3, 0.9, -11, ·, -11, -8, 102, -4
3	COC1CCCCC1Nc1cc(C)ccc1C (configuration not stated)
 : 12, 4, 0.9, -5, ·, -12, -13, 87, 4
10	Oc1ccc(Oc2ncc(Cl)cc2Cl)cc1
 : -4, 0, 0.8, -7, 0.79, -2, 5, ·, -7
2	CCCSc1n[nH]c(NC(C)=O)n1
 : 7, -2, 0, -6, -0.027, -2, 6, 102, -16

(continued)
Fields – SF-1 act, Hsp90 inh, TNAP act DEA, RORa activator, D1 mod, MKP-1 inh, FXIIa inh mix, Her2 expr inh, Cdc25B block
21	CCC(=O)Oc1c(S(=O)(=O)c2ccc(C)cc2)c(C)nn1C(C)(C)C
 : -1, 1, 0.9, -4, -0.0039, 9, 2, 113, -14
22	CC(=O)CC(=O)NC1C2CC3CC(C2)CC1C3 (configuration not stated)
 : 16, -3, 0.9, 21, 0.14, 14, 2, 93, 3
23	COc1ccc(-c2nnc(SCC(=O)c3ccco3)n2-c2ccccc2)cc1
 : -5, -2, 0.9, -13, ·, 1, 12, 102, -17
24	COc1ccccc1CNS(=O)(=O)c1c(C)noc1C
 : -14, -2, 1, -3, 0, 13, 5, 80, 5
25	CCC(=O)N1CCc2cc(Br)cc(S(=O)(=O)NCc3ccco3)c21
 : -8, ·, 0.9, 3, 0.26, 4, -6, 67, 1
26	Cn1c(=O)cc(SCC(=O)NCc2ccco2)c2ccccc21
 : 0, -2, 1, 2, 0.97, 9, 4, 81, -11
27	N#Cc1ccccc1CSc1nc(N2CCCCC2)nc(N2CCCCC2)n1
 : -5, -9, 0.9, -23, 0.087, -3, -10, 112, -7
28	O=C1c2cccc3c(Cl)ccc(c23)C(=O)N1O
 : -25, 1, 0.8, -33, 0.2, -10, 5, 62, -8
29	CC1CCN(C(=O)c2ccc(C(=O)N3CCC(C)CC3)cc2)CC1
 : 3, -1, 0.9, -11, -0.039, 15, 16, 58, 6
30	O=C(O)c1cccc2c1C(=O)N(Cc1ccncc1)C2
 : -7, -3, 0.9, 3, 0.25, 12, 0, 95, -14
31	O=C(Nc1ccc(Cl)cc1C(=O)N1CCOCC1)c1ccco1
 : 14, -15, 0.9, -12, -0.31, -5, 4, 120, 0
32	COc1ccccc1N1CCN(C(=O)CSc2nc3ncnc(N)c3[nH]2)CC1
 : 8, -7, 0.6, -7, 0.13, -10, 8, 86, 1
33	COc1ccc(OC)c2[nH]c(=O)c(CCNC(C)=O)cc12
 : 0, -2, 0.9, 21, -0.0084, 3, -1, 109, -9
34	CCCC1C(C#N)=C(N)Oc2n[nH]c(C(C)(C)C)c21 (configuration not stated)
 : 2, -2, 0.8, 5, -0.7, 5, 7, 82, 4
35	Cc1cc(=O)[nH]c(-n2nc(C)c(Oc3ccccc3O)c2C)n1
 : -25, 0, 1, -11, 1, -6, 10, 113, -11
36	CCc1nnc(NC(=O)c2c(O)c3cccc4c3n(c2=O)CC4)s1
 : 9, -2, 0.9, -6, 0.22, 1, 10, 111, -20
37	Cc1ccc(-n2ncc3c(NCc4ccccn4)ncnc32)c(C)c1
 : -16, 0, 1, 0, 0.044, 2, -19, 83, 7
38	COC(=O)c1ccc(CNC(=O)CSc2nnc(COc3ccccc3)n2C)o1
 : -6, 0, 0.9, -5, -0.012, 10, 7, 100, 1
39	Cn1nc(-c2ccc(Cl)cc2)c2cc(C(=O)N3CCC(N4CCCCC4)CC3)sc21
 : 30, -1, 0.9, 2, ·, -4, 1, 72, 1
40	CSc1nnc(CNC(=O)c2ccccc2)n1-c1cccc(C)c1
 : -4, 0, 0.9, 7, -0.041, 0, 2, 79, 0

A second format for some results above:
nr	Molecule	SF-1 act	Hsp90 inh	TNAP act DEA	RORa activator	D1 mod	MKP-1 inh	FXIIa inh mix	Her2 expr inh	Cdc25B block
30	O=C(O)c1cccc2c1C(=O)N(Cc1ccncc1)C2	-7	-3	0.9	3	0.25	12	0	95	-14
31	O=C(Nc1ccc(Cl)cc1C(=O)N1CCOCC1)c1ccco1	14	-15	0.9	-12	-0.31	-5	4	120	0

(listing goes on)
Fields – SF-1 act, Hsp90 inh, TNAP act DEA, RORa activator, D1 mod, MKP-1 inh, FXIIa inh mix, Her2 expr inh, Cdc25B block
41	COc1ccc(C)cc1S(=O)(=O)N(CC(N)=O)Cc1ccccc1
 : 3, -2, 0.9, -10, 0.019, -15, 10, 96, -6
42	C=CCOc1ccccc1/C=N/O
 : -12, -2, 0.9, -13, -0.68, -18, 4, 231, 5
43	Cc1ccc(C(=O)N(CN2CCCC2=O)c2ccc(F)cc2)cc1
 : -13, 0, 0.9, 9, ·, 2, -19, 92, 2
44	COc1ccc(OC)c(NC(=O)C2CCN(c3cc(-c4ccccc4)nc4ncnn34)CC2)c1
 : -12, 0, 1, 7, -0.17, 7, 1, 114, -12
45	CCOC(=O)c1nc2sc3c(c2c(=O)[nH]1)CCCC3
 : 2, -4, 1, 10, 0.21, -3, -2, 68, -6
46	CCOC(=O)C(NC(C)=O)(NS(=O)(=O)c1ccccc1)C(F)(F)F (configuration not stated)
 : -1, 0, 0.9, -15, -0.082, -4, -17, 107, 8
47	Cc1cccc(CN2CCN(CC(=O)NCCCN3CCCC3=O)C2=O)c1
 : 0, 0, 1, -6, -0.095, 8, -7, 85, -15
48	CCc1ccc2[nH]cc(C(=O)N3CCCCCC3)c(=O)c2c1
 : -1, -1, 0.9, -7, -0.078, 5, 7, 91, 5
49	CCOC(=O)CCCNC(=O)COC(=O)CCC(=O)c1ccc(F)cc1
 : -2, -6, 1.1, -15, 0.25, 3, 4, 79, -6
50	COc1ccccc1N1CCN(C(=O)CCNS(=O)(=O)c2ccc3c(c2)CCC(=O)N3)CC1
 : -2, -3, 0.9, -12, 0.73, 2, 6, 113, -9
51	Cc1cc(C)c2c(n1)nn1c(NCCCn3ccnc3)cc(C)nc21
 : -13, -1, 1, -16, 0.92, 16, -2, 70, -11
52	COc1ccccc1NC(=O)c1cc2n(n1)C(C(F)(F)F)CC(c1ccc3c(c1)OCO3)N2 (configuration not stated)
 : -9, -1, 0.8, -3, -0.14, 15, 5, 94, -4
53	O=C1CC(N(O)c2ccccc2)C(=O)N1c1cc(Cl)cc(Cl)c1 (configuration not stated)
 : 4, 29, 1, -14, -0.048, -14, 11, 89, 5
54	COCc1cc(C)c2c(N)c(C#N)sc2n1
 : -7, -4, 0.9, 0, -0.4, 2, 11, 99, -5
55	CC1CC(C(O)c2ccccn2)C(=O)C(C(O)c2ccccn2)C1 (configuration not stated)
 : -2, ·, 1, 6, 1.2, 7, 6, 104, -11
